Menin MLL FP TR – menin-MLL binding inhibition, Texas Red mutant peptide; Potency, µM (doses to about 61.6 µM), for inactives: at the highest dose FP activity change, negative = inhibition, hits mostly inhibitors; O00255; Menin + Texas Red MLL mutant peptide, fluorescence polarization; 0.23% of 270,000 active; AID 1768; active means well fitted inhibition curve with a large enough effect in the polarisation, with a control signal flat, not every such curve was filed as active; inconclusive means small, poorly fitted or top-dose-only effect, or effect the other way, or a change in a side signal; inactive means no such curve, though single readings can be large or run the other way; the % refers to the polarisation; further: potency means the concentration at half of the fitted maximal effect; % of control where 0% means no effect; many of its hits are not listed in these tables
Eya2 phos inh – Eya2 (human) phosphatase inhibition; recombinant Eya2, OMFP fluorescence dephosphorylation (OMFP is methylfluorescein phosphate); AID 488837; O00167; Potency, µM (series often up to 76.9 µM), for inactives: at the highest dose activity, negative = inhibition, most hits filed as inhibitors; 0.006% of 330,000 active; further: potency means the concentration at half of the fitted maximal effect; on the % scale 0 is the no-effect control and ±100 the full control effect
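Eya2 protein (added as 0.2 uM solution) was preincubated with compound for 10 min at ambient temperature in 50 mM HEPES pH 7.5, 50 mM NaCl, 5 uM MgCl2, 0.05% BSA, 1 mM DTT. OMFP (added at 50 uM) then reacted 10 min; fluorescence read at 485/525 nm.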
Chronic BCR inh – chronic active BCR signaling inhibition; ABC-DLBCL IkBa-CBG/CBR reporter, luminescence ratio, 4 h; Potency, µM (highest dose often 46.1 µM), without a hit: at the top dose ratio change, negative = lower green/red ratio, actives largely listed as inhibitors; AID 493014; 0.05% of 340,000 active; active means well fitted inhibition curve with a large enough effect in the signal ratio, with a control signal flat, not every such curve was filed as active; inconclusive means small, poorly fitted or top-dose-only effect, or effect the other way, or a change in a side signal; the % refers to the signal ratio;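 further: potency means the concentration at half of the fitted maximal effect; plate controls were basal doxycycline-induced cells for no effect and cells given 10 µM MG132 for full effect; MG132 reads +100%, hits lower the ratio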
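TMD8 ABC-DLBCL cells carrying doxycycline-inducible green luciferase fused to IkappaBalpha plus unfused red luciferase were exposed to compounds (up to 46 uM) for 4 hrs at 37C. Activity came from the overlap-corrected green/red luminescence ratio.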
Mito fusion act – blocks mitochondrial division or promotes mitochondrial fusion. S. cerevisiae fusion-defective mutant growth rescue, CellTiterGlo 48 h. Potency, µM (highest dose often 46.1 µM), for the others: at the highest dose growth rescue (activation), hits mostly activators. 0.23% of 320,000 active. AID 485298;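 further: potency means the concentration at half of the fitted maximal effect; % of control where 0% means no effect; nearly all actives have a fitted effect of over 45% in size; temperature-sensitive fusion mutants such as fzo1-1 at 37 °C on non-fermentable ethanol glycerol medium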
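Yeast fusion mutant, YPEG (non-fermentable carbon), compound, 48 h at 37C non-permissive; CellTiterGlo added, 10 min RT, luminescence read. Rescued growth = division inhibition.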
MBNL1-CUG inh – MBNL1-poly(CUG) RNA binding inhibition; Q9NR56; AID 2675; Potency, µM (doses to about 57.5 µM), without a hit: at the highest dose activity change, negative = inhibition, usual class: inhibitors; 0.036% of 280,000 active; TR-FRET MBNL1-His/biotin-(CUG)12 binding, 665/545 ratio; active means well fitted inhibition curve with a large enough effect in the signal ratio, with a control signal flat, not every such curve was filed as active; inconclusive means small, poorly fitted or top-dose-only effect, or effect the other way, or a change in a side signal; inactive means no such curve, though single readings can be large or run the other way; the % refers to the signal ratio; further: potency means the concentration at half of the fitted maximal effect; on the % scale 0 is the no-effect control and ±100 the full control effect
Target sequence (Q9NR56 whole entry, looked up): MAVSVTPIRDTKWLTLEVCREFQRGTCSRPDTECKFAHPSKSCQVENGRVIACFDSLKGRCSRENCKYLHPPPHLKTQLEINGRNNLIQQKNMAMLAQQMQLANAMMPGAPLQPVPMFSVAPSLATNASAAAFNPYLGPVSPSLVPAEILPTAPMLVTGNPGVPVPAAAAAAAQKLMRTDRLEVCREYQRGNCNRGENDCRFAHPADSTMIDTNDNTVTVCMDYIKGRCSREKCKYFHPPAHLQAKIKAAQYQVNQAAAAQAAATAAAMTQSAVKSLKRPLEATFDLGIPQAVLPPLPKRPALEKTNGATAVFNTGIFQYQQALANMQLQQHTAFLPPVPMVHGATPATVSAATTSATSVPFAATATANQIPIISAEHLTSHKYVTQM
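TR-FRET readout: Ex 340 nm, 665/545 nm emission ratio, normalized to buffer-only (basal) and MBNL1-(CUG)12 controls. Complex of MBNL1-His with Biotin-(CUG)12, compounds 92 nM–58 uM, incubated 60 min at room temperature.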
hERG WT inh – blocks the wildtype human KCNH2 potassium channel; AID 720551; activity change, % at 1.84 µM; 0.37% of 340,000 active; Q12809; U2OS, BacMam KCNH2, thallium flux FluxOr; active compounds read low;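 active means maximum activity change below -70%; inconclusive means maximum activity change between -70% and -50%; inactive means maximum activity change above -50%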; further: on the % scale 0 is the no-effect control and ±100 the full control effect
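U2OS cells were transduced with wild-type KCNH2 virus (2.03 x 10^8 / mL) for 4 h at room temperature, then cultured overnight at 37 C. Thallium flux was read with FluxOr dye. Rate constants were normalized to DMSO controls.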
PKM2 act – PKM2 (human) enzyme activation. P14618. purified PKM2, Kinase-Glo ATP luminescence, activation; response scale: 0% is enzyme alone, no compound. Potency, µM (titrated, usually from 57.5 µM), inactives show top-dose activation, usual class: activators. 0.34% of 260,000 active. AID 1631; further: potency means the concentration at half of the fitted maximal effect; on the % scale 0 is the no-effect control and ±100 the full control effect; nearly all actives have a fitted effect of over 55% in size
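hPK-M2, >95% pure; 0.1 mM ADP / 0.5 mM PEP final; imidazole pH7.2 buffer w/ 7 mM MgCl2, 50 mM KCl; 1 h RT; Kinase-Glo lum. Intermediate enzyme activity for dual inhibitor/activator qHTS.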
GALK inh – galactokinase (human) inhibition; P51570; 0.007% of 270,000 active; Purified GALK, Kinase-Glo residual ATP luminescence; Potency, µM (titrated, usually from 57.5 µM), without a hit: at the highest dose activity change, negative = inhibition, actives largely listed as inhibitors; further: potency means the concentration at half of the fitted maximal effect; on the % scale 0 is the no-effect control and ±100 the full control effect
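ATP-depletion format; final 35 uM ATP, 100 uM D-galactose, 5 nM enzyme; pH 8.0 HEPES/Mg2+ buffer; 60 min RT; luminescence read 10 min after detection reagent.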
ASM inhibitor – human S-ASM enzyme inhibition. Potency, µM (doses to about 57.5 µM), for the others: top-dose activity change, negative = inhibition, actives largely listed as inhibitors. placental ASM, HMU-PC fluorogenic substrate, 60 min. AID 504937. 0.006% of 340,000 active; further: potency means the concentration at half of the fitted maximal effect
Target sequence (P17405 47-631 limits assumed): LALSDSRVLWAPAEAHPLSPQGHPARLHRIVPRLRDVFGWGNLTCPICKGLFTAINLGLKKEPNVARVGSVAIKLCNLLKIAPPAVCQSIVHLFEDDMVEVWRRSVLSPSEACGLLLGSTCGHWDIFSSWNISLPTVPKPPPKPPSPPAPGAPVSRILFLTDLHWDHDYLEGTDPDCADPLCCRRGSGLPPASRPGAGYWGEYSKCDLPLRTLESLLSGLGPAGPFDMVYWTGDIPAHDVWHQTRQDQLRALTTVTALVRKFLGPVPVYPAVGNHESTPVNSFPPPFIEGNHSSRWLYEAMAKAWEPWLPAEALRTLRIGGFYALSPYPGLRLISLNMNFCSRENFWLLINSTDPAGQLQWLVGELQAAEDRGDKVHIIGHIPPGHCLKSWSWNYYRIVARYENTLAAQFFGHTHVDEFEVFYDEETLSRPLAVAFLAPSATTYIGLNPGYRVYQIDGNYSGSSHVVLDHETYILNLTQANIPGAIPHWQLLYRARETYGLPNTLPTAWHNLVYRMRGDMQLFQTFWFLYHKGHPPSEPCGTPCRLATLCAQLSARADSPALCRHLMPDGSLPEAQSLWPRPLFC
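HMU-PC0 cleavage (9 uM final) by human placental ASM, 60 min at 37 °C following 10 min compound exposure at RT; stopped at pH 10, fluorescence Ex 386/Em 447 nm.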
TSHR antag – human thyrotropin receptor antagonism; 0.2% of 330,000 active; TSHR-expressing cells, TSH-stimulated cAMP HTRF, 2 h; active compounds read low; activity change, negative = inhibition, % at 11.5 µM; AID 504810; P16473;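 active means activity change below a set negative limit, meaning inhibition stronger than a set level, cut at about -70% in these data; inconclusive means activity change between two set negative limits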; further: on the % scale 0 is the no-effect control and ±100 the full control effect
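Freshly harvested TSHR cells receive pin-tooled compound, then EC80 TSH at 4nM final. After 2 hours at 37 deg C, antibody in lysis buffer and cAMP-d2 are added; 30 minutes at ambient temperature precede the HTRF read.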
USP2a block – USP2a (human) protease inhibition; O75604; USP2 core, Ub-CHOP2 coupled fluorogenic reporter, 485/531; Potency, µM (highest dose often 38.3 µM), for inactives: top-dose activity change, negative = inhibition, most hits filed as inhibitors; 0.01% of 330,000 active; AID 463254;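 further: potency means the concentration at half of the fitted maximal effect; plate controls were DMSO wells for no effect and full inhibition by NEM control for full effect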
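Deubiquitinase activity read as fluorescence (485/531 nm) after Ub-CHOP2 cleavage activates the enterokinase reporter on its substrate; USP2 core 10nM, Ub-CHOP2 and substrate 25nM each, 30min compound preincubation then 60min RT; data normalized to NEM, curves fitted.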
* marks the source's active call; other numbers are inactive results; ? = inconclusive; / = no result given; [ ] = another dose, or the depositor's remark. Unless noted, the call rests on the fitted dose curve; in most records, active means well fitted curve in the direction sought with a large enough effect; inconclusive means small, poorly fitted or top-dose-only effect, or another doubt; inactive means no such curve, though single readings can be large; an effect the other way counts as inactive or inconclusive. These rows are one share of the data (hit frequency here may not be typical).

Values run as follows: Menin MLL FP TR	Eya2 phos inh	Chronic BCR inh	Mito fusion act	MBNL1-CUG inh	hERG WT inh	PKM2 act	GALK inh	ASM inhibitor	TSHR antag	USP2a block
- O=C(COC(=O)c1ccc(S(=O)(=O)N2CCc3ccccc3C2)cc1)NC1CCS(=O)(=O)C1 (stereo not drawn)
  31%[activator]	14%	1%	5%	-1%	-15	-36%	-1%	-1%	13	11%
- O=C(COC(=O)c1ccc(Br)cc1)NC(=O)NCc1ccccc1
  /	-9%	1%	5%	/	-2	/	/	-3%	17	3%
- O=C(CSc1nc(-c2ccccc2)cc(C(F)(F)F)n1)NCc1ccco1
  ?	10%	3%	0%	5%	-8	2%	-3%	2%	-4	-3%
- COc1ccc(CN2C(=NC(=O)C3CC3)SC3CS(=O)(=O)CC32)cc1OC (stereo not drawn)
  13%	8%	-1%	1%	0%	4	/	0%	4%	1	3%
- CCc1nnc(NC(=O)CSc2ccc(-c3ccc(F)cc3)nn2)s1
  ?	-4%	?	1%	2%	/	19%	-2%	/	12	3%
- Cn1c(=O)[nH]c(=O)c2[nH]c(CN3CCN(C(=O)c4ccco4)CC3)nc21
  -3%	15%	1%	-4%	-4%	6	-2%	0%	5%	-3	0%
- COc1c2occc2c(OC)c2c(=O)cc(C(F)(F)C(F)(F)F)oc12
  1%	-6%	-11%	4%	-4%	17	2%	4%	-4%	8	0%
- O=C(CNC(=O)c1ccc(Br)o1)Nc1ccc(N2CCCCCC2)cc1
  /	-24%	-7%	13%	/	17	/	/	/	-4	2%
- CCOc1ccc(-c2cc(C(=O)OC)[nH]n2)cc1
  -4%	-21%	20%	0%	10%	3	-6%	4%	3%	1	0%
- CCN1C(C)=C(C)S/C1=C1\SC(=S)N(C2CCCCC2)C1=O
  -6%	-5%	-8%	7%	7%	/	-3%	10%	-9%	-15	1%
- Cc1cccc(/C=C2/SC(=O)N(Cc3ccccc3Cl)C2=O)n1
  ?	5%	1%	-10%	-8%	19	7%	-1%	-3%	-4	-2%
- Cc1cccc(CN2CCN(Cc3ccc4nonc4c3)CC2CCO)n1 (stereo not drawn)
  1%	1%	2%	-3%	?	34	0%	0%	-2%	-1	9%
- CCC(C)Sc1nc2c(c(=O)[nH]1)C(c1cccs1)C1=C(CCCC1=O)N2 (stereo not drawn)
  -4%	-16%	1%	1%	-11%	36	-1%	-2%	1%	-1	?
- Nc1ncnc2nc(SCc3ccccc3)[nH]c12
  0%	-10%	-2%	-1%	5%	-10	4%	7%	1%	-12	-1%
- CC(=O)c1ccc(NC(=O)CCc2c(C)nn(-c3ccc(N4CCOCC4)nn3)c2C)cc1
  5%	3%	-10%	-13%	11%	-6	/	-3%	3%	3	-1%
- CCCCc1ccc(NC(=O)COc2ccc(C(=O)Nc3ccccc3C)cc2)cc1
  ?	-1%	-4%	-5%	-7%	/	-4%	-2%	/	2	2%
- CCOc1cc2c(C)cc(=O)oc2cc1Cl
  /	-2%	-7%	-21%	8%	11	-2%	1%	-1%	8	3%
- CCOC(=O)c1c(C)c(C(=O)NCc2ccco2)c(C)n1CC
  2%	9%	-20%	-10%	-8%	-21	-15%	-2%	2%	2	-2%
- O=C1C2Sc3[nH]c(=O)sc3C(c3ccccc3)C2C(=O)N1c1ccccc1 (stereo not drawn)
  ?	4%	?	23%	14%	3	15%	4%	11%	43	-5%
- Cc1ccc(S(=O)(=O)N2CCOCC2)cc1C(=O)c1nccn1C
  -4%	8%	1%	1%	-3%	-6	-18%	0%	-2%	0	0%
- COc1ccc2c(c1)[C@H]1[C@H](CO2)[C@H](c2ccccc2)[C@]2(C)C(=O)Nc3ccccc3C(=O)N12
  /	3%	?	-5%	/	/	/	/	-11%	-5	2%
- C=C(C)CNC(=S)N/N=C/c1ccc(N2CCOCC2)cc1
  2%	7%	?	-4%	?	14	-2%	0%	114%[activator]	-4	2%
- CCN(CC(=O)NCCN1CCOCC1)S(=O)(=O)c1ccc(F)cc1
  26%	3%	0%	1%	-2%	6	/	12%	-3%	-4	1%
- CN(C(=O)CCN1C(=O)/C(=C/c2ccccc2F)SC1=S)C1CCS(=O)(=O)C1 (stereo not drawn)
  /	12%	-8%	?	?	-16	/	7%	-11%	10	1%
- Brc1ccc2ncc(Br)cc2c1
  7%	-3%	-10%	-4%	/	-4	10%	1%	-1%	26	3%
- CN(C)S(=O)(=O)c1cc(NC(=O)CNCc2ccc(F)cc2)ccc1Cl
  ?	-23%	-5%	-12%	-2%	/	/	/	-1%	-9	1%
- CC(C)N1C(=O)C2(OCCCO2)c2cc(Br)ccc21
  6%	-2%	8%	-10%	5%	-16	-5%	6%	-6%	16	-5%
- Cc1cccnc1NC(=O)C1CCN(S(=O)(=O)c2ccc3c(c2)CCC(=O)N3)CC1
  0%	-6%	-18%	1%	-9%	-13	-2%	1%	2%	11	4%
- COc1ccc2nc(SC(C)C(=O)NC3CCCC3)[nH]c2c1 (stereo not drawn)
  /	-30%	-3%	-1%	/	-5	/	/	4%	-4	-1%
- Cc1ccc(S(=O)(=O)N2CCCCC2)cc1C(=O)c1nccn1C
  -5%	2%[15.4 µM]	1%	0%	-3%	-1	-1%	1%	2%	-5	4%

More entries follow:
| structure | Menin MLL FP TR | Eya2 phos inh | Chronic BCR inh | Mito fusion act | MBNL1-CUG inh | hERG WT inh | PKM2 act | GALK inh | ASM inhibitor | TSHR antag | USP2a block |
| --- | --- | --- | --- | --- | --- | --- | --- | --- | --- | --- | --- |
| O=[N+]([O-])c1ccc(N/N=C\c2cccnc2)nc1 | 3% | -1% | 13% | -2% | ? | / | -9% | 6% | 7% | 20 | -4% |
| Cc1ccnc(NS(=O)(=O)c2ccc(NC(=O)COc3ccccc3)cc2)n1 | -1% | 6% | -1% | -5% | 0% | 10 | 1% | 3% | 8% | -1 | 1% |
| c1cc(-c2nnc3n2CCC3)[nH]n1 | 5% | 3% | 3% | 2% | -8% | 9 | -2% | 0% | 4% | -2 | 0% |
| COc1ccccc1NC(=O)C/C(C)=N/NC(=O)C12CC3CC(CC(C3)C1)C2 | ? | -12% | ? | 8% | 10% | -5 | -5% | 7% | -8% | -13 | 0% |
| O=C(NCc1ccccc1Cl)c1nnc(CS(=O)(=O)c2ccccc2)o1 | -9% | -26% | 4% | -1% | 7% | -1 | 2% | / | -1% | -10 | 0% |
| CSCC[C@H](NC(=O)[C@@H]1Cc2c([nH]c3ccccc23)C2c3ccccc3C(=O)N21)C(=O)NCC1CCCO1 (stereo partly drawn) | 13% | ? | 9% | 0% | 9% | -4 | 1% | / | -2% | -9 | -1% |
| CCCCC[n+]1cccc2c3ccccc3ccc21 | ? | 2% | -18% | 9% | ? | 8 | -6% | -3% | 378%[activator] | 13 | 1% |

Full records from above. Order of screens: Menin MLL FP TR | Eya2 phos inh | Chronic BCR inh | Mito fusion act | MBNL1-CUG inh | hERG WT inh | PKM2 act | GALK inh | ASM inhibitor | TSHR antag | USP2a block
c1cc(-c2nnc3n2CCC3)[nH]n1 across the screens: 5% | 3% | 3% | 2% | -8% | 9 | -2% | 0% | 4% | -2 | 0%
COc1ccccc1NC(=O)C/C(C)=N/NC(=O)C12CC3CC(CC(C3)C1)C2 across the screens: ? | -12% | ? | 8% | 10% | -5 | -5% | 7% | -8% | -13 | 0%

Assay outcomes as filed in PubChem BioAssay.
